STK33 inh: inhibitors of purified STK33 kinase, primary screen, biochemical, ADP-Glo luminescence, homogeneous, cell-free; Serine/threonine-protein kinase 33 (Homo sapiens), Q9BYT3; MBP phosphorylation; hit rate 0.073% among 320,000; inhibition, % at 10 µM;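 active means inhibition at or above 25%, using the most active replicate where run in duplicate; inactive means inhibition below 25%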
Target sequence (Q9BYT3 whole entry, looked up): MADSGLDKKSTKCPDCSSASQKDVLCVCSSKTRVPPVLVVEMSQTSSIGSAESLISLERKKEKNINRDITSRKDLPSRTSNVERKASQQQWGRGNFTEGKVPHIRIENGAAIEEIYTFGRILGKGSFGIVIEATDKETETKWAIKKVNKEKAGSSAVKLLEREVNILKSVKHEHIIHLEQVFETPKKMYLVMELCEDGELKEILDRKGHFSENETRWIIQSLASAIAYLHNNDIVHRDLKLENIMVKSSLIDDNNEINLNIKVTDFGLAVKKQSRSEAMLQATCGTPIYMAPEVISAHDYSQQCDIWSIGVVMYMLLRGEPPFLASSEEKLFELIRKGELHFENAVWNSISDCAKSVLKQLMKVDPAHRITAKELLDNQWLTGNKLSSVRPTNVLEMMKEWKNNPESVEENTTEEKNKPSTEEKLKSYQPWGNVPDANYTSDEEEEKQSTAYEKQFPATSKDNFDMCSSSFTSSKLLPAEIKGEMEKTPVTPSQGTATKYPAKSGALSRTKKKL
OX1R FRET antag: antagonists of human orexin 1 receptor (OX1R); OX1R-expressing cells, FRET antagonist read-out; Orexin/Hypocretin receptor type 1 (Homo sapiens), O43613; inhibition, % at 6.6 µM; hit rate 1.8% among 330,000; in the data active means inhibition mostly above about 38%, no sharp cut-off; inactive means mostly below about 40%;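 further: 0% = agonist challenge alone and 100% = reference antagonist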
Target sequence (O43613 whole entry, looked up): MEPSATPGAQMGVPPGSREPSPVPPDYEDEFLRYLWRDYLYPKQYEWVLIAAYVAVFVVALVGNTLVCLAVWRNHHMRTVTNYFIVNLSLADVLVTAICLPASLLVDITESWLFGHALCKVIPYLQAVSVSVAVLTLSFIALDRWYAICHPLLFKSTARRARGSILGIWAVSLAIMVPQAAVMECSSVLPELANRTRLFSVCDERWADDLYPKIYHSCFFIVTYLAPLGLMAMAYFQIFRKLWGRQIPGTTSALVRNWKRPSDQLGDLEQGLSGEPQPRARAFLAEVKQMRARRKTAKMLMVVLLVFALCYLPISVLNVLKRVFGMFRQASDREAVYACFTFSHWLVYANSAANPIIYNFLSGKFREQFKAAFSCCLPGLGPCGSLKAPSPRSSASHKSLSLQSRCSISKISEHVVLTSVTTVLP
An asterisk follows results filed as active; / = not tested or not shown.

SMILES	STK33 inh	OX1R FRET antag
O=C(O)CCN1C(=O)/C(=C\c2ccc(OCc3ccccc3)c(OCc3ccccc3)c2)SC1=S	-1.4	12
CC(=O)N(CCN(C)C)c1nc2cc3c(cc2s1)OCCO3	-1.7	12
CN(Cc1ccc(OC(F)F)cc1)C(=O)/C=C/c1ccc(S(=O)(=O)N2CCOCC2)cc1	-2.0	7
COC(=O)CN(c1c(C)cccc1C)S(C)(=O)=O	0.2	13
O=C(c1cc(S(=O)(=O)N2CCOCC2)ccc1Cl)N1CCN(c2ccccn2)CC1	/	12
CCOc1ccc(NS(=O)(=O)c2c(C)nc3sc(CC)nn3c2=O)cc1	-0.9	3
Cc1ccccc1OCCCc1c(C)n[nH]c1C	1.2	24
COc1ccccc1N(C)S(=O)(=O)c1ccc(C(=O)Nc2nc(C)cs2)cc1	3.1	12
COc1ccc(CCN(C)C(=O)c2cc(S(=O)(=O)N3CCCCCC3)ccc2OC)cc1OC	0.7	16
CCC(Sc1nc(=O)cc(N)n1CCc1ccccc1)C(=O)Nc1cc(C)on1 (stereo not drawn)	-1.4	10
COc1ccc(C(=O)CC2OC(=O)c3c2ccc(OC)c3OC)cc1 (stereo not drawn)	-0.5	4
O=C(c1ccccc1)N(Cc1ccc(F)cc1)C1CCS(=O)(=O)C1 (stereo not drawn)	-0.6	12
COc1cccc(NC(=O)CN2CCc3ccccc3C2)c1	-0.8	8
Cc1ccc(Cl)c(OCC(=O)N(C)CC(=O)Nc2ccc(N3CCOCC3)cc2)c1	-1.8	4
COCCNS(=O)(=O)c1cc(OC)ccc1OC	-0.8	-4
CCSc1nnc(NC(=O)CSc2nc(CC)nc3c2c(=O)n(C)c(=O)n3C)s1	0.6	6
C=CCN(c1ccccc1)S(=O)(=O)c1cccc(C(=O)OCC(=O)NC2CC2)c1	-0.1	22
C[C@]1(C(=O)NCCCNc2ncc(C(F)(F)F)cc2Cl)C=C[C@@H](Cc2ccccc2)N1C(=O)c1ccccc1	-0.6	32
CC(=O)c1ccc(NC(=O)NCc2ccc(F)cc2)cc1	-0.8	7
Oc1cccc(C2c3[nH]c4ccccc4c3CCN2Cc2ccoc2)c1 (stereo not drawn)	1.5	5

Random excerpt: 2 entries already listed
SMILES	STK33 inh	OX1R FRET antag
O=C(O)CCN1C(=O)/C(=C\c2ccc(OCc3ccccc3)c(OCc3ccccc3)c2)SC1=S	-1.4	12
COCCNS(=O)(=O)c1cc(OC)ccc1OC	-0.8	-4

Carrying on:
SMILES	STK33 inh	OX1R FRET antag
COc1ccc(S(=O)(=O)NCCN2CCOCC2)c2ccccc12	-0.3	13
CCOc1ccc(CN2CCN(S(=O)(=O)c3ccc(NC(C)=O)cc3)CC2)cc1OC	-2.6	1
Cc1ccc(-c2cc3nn(-c4ccccc4)c(N)c3c(=O)o2)cc1	-0.3	19
CC(C)c1nc2sc3c(=O)[nH]c(=S)[nH]c3c2c2c1CCCC2	0.4	5
CN1CCc2c(sc(NC(=O)CS(=O)(=O)c3ccccc3)c2C(N)=O)C1	-1.4	14
NS(=O)(=O)c1ccc(CNC(=O)/C=C/c2cccc([N+](=O)[O-])c2)cc1	-0.7	15
Cc1ccsc1/C=N/NC(=O)Cc1cc(=O)[nH][nH]1	0.1	14
Cn1cccc1/C=N/NC(=O)c1ccncc1	-2.0	8
COc1ccc(CC(=O)OC(C)CN2CCCCC2)cc1 (stereo not drawn)	0.3	21
O=C(NCCNC1CCC(c2ccccc2)CC1)c1cccs1 (stereo not drawn)	-0.8	22
COC(=O)c1cc(Br)c(=O)n(-c2ccc(OC)cc2)c1	-1.3	6
CC(=O)C1=C(c2ccc(Br)cc2)C(=O)c2ccccc2C1=O	0.2	36
COc1ccc(NC(=O)CCC(=O)Nc2nnc(C(F)(F)F)s2)c(OC)c1	0.1	5
CN(C)C(=O)CSc1nnc(NC(=O)CCc2ccccc2)s1	-0.9	15
CCc1ccccc1NC(=S)NC1CC2CCC(C1)N2Cc1ccco1 (stereo not drawn)	-0.6	-5
CN(C)C(=S)SCC(=O)Nc1cccc(C(F)(F)F)c1	0.3	14
CCOC(=O)c1ccc(-c2ccc(CO)o2)cc1	-2.1	6
COc1ccc(/C=C2\NC(=S)N(CC3CCCO3)C2=O)c(OC)c1C (stereo not drawn)	-1.8	20
Cn1c(NC2CCCCC2)c(N=O)c(=O)n(C)c1=O	0.1	12
Cc1cccc(-n2c(C)nc3c(cnn3-c3ccc(F)cc3)c2=O)c1	-0.9	54

A stretch taken from the entries so far:
SMILES	STK33 inh	OX1R FRET antag
COc1ccc(S(=O)(=O)NCCN2CCOCC2)c2ccccc12	-0.3	13
CCOc1ccc(CN2CCN(S(=O)(=O)c3ccc(NC(C)=O)cc3)CC2)cc1OC	-2.6	1
Cc1ccc(-c2cc3nn(-c4ccccc4)c(N)c3c(=O)o2)cc1	-0.3	19
CC(C)c1nc2sc3c(=O)[nH]c(=S)[nH]c3c2c2c1CCCC2	0.4	5
CN1CCc2c(sc(NC(=O)CS(=O)(=O)c3ccccc3)c2C(N)=O)C1	-1.4	14
NS(=O)(=O)c1ccc(CNC(=O)/C=C/c2cccc([N+](=O)[O-])c2)cc1	-0.7	15
Cc1ccsc1/C=N/NC(=O)Cc1cc(=O)[nH][nH]1	0.1	14
Cn1cccc1/C=N/NC(=O)c1ccncc1	-2.0	8
COc1ccc(CC(=O)OC(C)CN2CCCCC2)cc1 (stereo not drawn)	0.3	21
O=C(NCCNC1CCC(c2ccccc2)CC1)c1cccs1 (stereo not drawn)	-0.8	22
COC(=O)c1cc(Br)c(=O)n(-c2ccc(OC)cc2)c1	-1.3	6
CC(=O)C1=C(c2ccc(Br)cc2)C(=O)c2ccccc2C1=O	0.2	36
COc1ccc(NC(=O)CCC(=O)Nc2nnc(C(F)(F)F)s2)c(OC)c1	0.1	5
CN(C)C(=O)CSc1nnc(NC(=O)CCc2ccccc2)s1	-0.9	15
CCc1ccccc1NC(=S)NC1CC2CCC(C1)N2Cc1ccco1 (stereo not drawn)	-0.6	-5
CN(C)C(=S)SCC(=O)Nc1cccc(C(F)(F)F)c1	0.3	14

Continued.
SMILES	STK33 inh	OX1R FRET antag
Cc1c(NS(=O)(=O)c2cccc3nsnc23)c(=O)n(-c2ccccc2)n1C	0.3	77*
Cc1ccccc1-n1nnnc1SCC(N)=O	-3.1	15
COc1ccccc1NC(=O)c1nnn(CC(=O)Nc2ccccc2)c1N	-3.8	23
COc1ccc(CNc2cccc(F)c2)cc1Br	0.9	16
CCCCNC(=O)O[C@@H]1C[C@@H]2CCN3C(=O)CCC[C@H]([C@H]1CC)[C@H]23	-1.6	32
COc1ccc(S(=O)(=O)Nc2cccc3c2O[C@H](CN(C)S(=O)(=O)c2ccccc2)[C@@H](C)CN([C@H](C)CO)C3=O)cc1	-0.3	10
COC(=O)COc1ccc2c(=O)c(Oc3ccccc3)c(C)oc2c1	-0.4	6
CC(C)(C)C(CO)NC(=O)c1ccc[nH]1 (stereo not drawn)	-0.9	-1
Cc1ccc(S(=O)(=O)NC(=O)c2cc(C)n(-c3ccccc3)c2C)cc1	-1.6	11
Cc1ccc(C(=O)NCCC(=O)NCc2cc(=O)n(C)c(=O)n2C)cc1	-1.6	26
CC(C)[C@@H](CO)NC(=O)c1ccc2c3n(nc2c1)-c1ccccc1CO3	7.5	20
O=C(O)CCNC(=O)c1cncc(Br)c1	-1.2	8
CCCc1cc(=O)[nH]c(SCC(=O)Nc2cccc3ccccc23)n1	0.3	14
COCC(=O)Nc1ccc(C)c(Cl)c1	0.1	18
COc1ccc(NC(=O)CSc2nc(C3CC3)nc3ccccc23)c(OC)c1	-1.8	51
CCOC(=O)c1cc(-c2ccccc2)n(CCC(=O)N2CCN(c3ccccn3)CC2)c1C	-0.9	23
O=C(NC1(C(F)(F)F)C(=O)Nc2c1c(=O)[nH]c(=O)n2-c1ccccc1)c1ccncc1 (stereo not drawn)	-1.0	0
COCCNC(=O)/C(C#N)=C/c1ccc(O)c([N+](=O)[O-])c1	1.3	55
Cc1cccc(CN2CCc3c(OCC(=O)N4CCCc5ccccc54)cccc3C2=O)c1	-0.1	29
CC1CCN(S(=O)(=O)c2cccc(C(=O)Nc3nncs3)c2)CC1	-0.4	1
CCC(Oc1ccccc1OC)C(=O)Nc1ccc2c(c1)OCO2 (stereo not drawn)	-0.3	14
C=C(C(=O)c1ccccc1)C(C(=C)C(=O)c1ccccc1)c1ccc(OC)cc1	0.6	2
S=c1[nH]cc(Cc2ccccc2)s1	-0.3	4
CC1CCCCC12NC(=O)N(CC(=O)Nc1ccc(OC(F)F)cc1)C2=O (stereo not drawn)	-1.0	-4
COc1cc(Nc2ccc(C)cc2)c([N+](=O)[O-])nc1[N+](=O)[O-]	0.0	54
Cc1c(NC(=O)CSc2nc3ccc(Cl)cc3[nH]2)c(=O)n(-c2ccccc2)n1C	-0.2	8
COCC(C)NC(=O)c1nn(Cc2ccccc2)c(=O)c2ccccc12 (stereo not drawn)	-0.8	74*
COC(=O)c1ccc(-c2ccc(F)cc2)nc1C	-1.9	5
O=C(c1sc2ccccc2c1Cl)N1CCN(c2ccccn2)CC1	-0.3	15
CCN(CC)c1nc(C(F)(F)F)nc2c1nnn2Cc1ccccc1	-0.3	6
O=C1C2C(c3ccccc3)CC=CC2[C@H](c2ccc3ccccc3c2)N1Cc1ccccc1 (stereo partly drawn)	-0.3	19
CCn1c(=O)c([N+](=O)[O-])c(NCC(O)c2ccccc2)c2ccccc21 (stereo not drawn)	-1.6	14
COc1ccc(CN2CCNC(=O)C2CC(=O)O)c(OC)c1 (stereo not drawn)	0.3	13
COc1ccc(CNC(=O)C/C(C)=N/NC(=O)c2ccc([N+](=O)[O-])cc2Cl)cc1	0.0	19
Cc1cc(C)nc(SCc2ccc(C(=O)N/N=C/c3ccco3)cc2)n1	-0.4	11
COc1ccc(OC)c(/C=N/NC(=O)c2ccc[n+](CC(=O)c3ccccc3)c2)c1	4.1	3
CCO/C(C)=C1/SC(=S)NC1=O	-2.3	16
CCOC(=O)N1CCN(c2c(NCc3cccs3)c(=O)c2=O)CC1	-0.6	10
COc1ccc(CCNC(=O)CSC2=NS(=O)(=O)c3cc(Cl)ccc3N2)cc1OC	/	20
O=C(Nc1ccc(S(=O)(=O)Nc2nccs2)cc1)c1cnc(Cl)c(Cl)c1	-0.2	3
CN(C)CCNC(=O)NC1CCCCC1	-0.4	0
CCOc1ccc(N(C(=O)c2snc(C(N)=O)c2N)C(C)C(=O)NC2CCCCC2)cc1 (stereo not drawn)	-0.7	9
CCCCn1c(N)c(N(CC)C(=O)c2ccc([N+](=O)[O-])c(C)c2)c(=O)[nH]c1=O	0.1	14
COc1cccc(C(=O)O[C@@H]2[C@H](Cc3ccccc3)NS(=O)(=O)[C@H]3C[C@@H]4C=C[C@]23O4)c1	-1.4	0
CCCc1cc(C(=O)Nc2ccn(Cc3ccc(C)cc3)n2)no1	1.1	22
Cc1cc(/C=N/n2cnnc2)c(C)n1-c1ccc(Cl)cc1	0.0	1
COc1ccc(C2=NOC(C(=O)Nc3cc(Br)ccc3O)C2)cc1OC (stereo not drawn)	-1.7	18
CCC(C)NC(=O)c1cc2c(=O)[nH]c3ccc(C)cc3c2s1 (stereo not drawn)	0.7	10
Nc1c(C(=O)NCc2ccccc2)c2nc3ccccc3nc2n1CCCN1CCOCC1	0.5	4
CCc1ccccc1NC(=O)c1cc(=O)c2ccccc2o1	-0.3	33
COc1ccc(-c2cc(=O)n(CCC#N)[nH]2)cc1	1.0	17
Cc1ccc(OCCNC(=O)CCC(=O)N2CCOCC2)cc1	-1.0	12
O=S(=O)(NCCC1=CCCCC1)c1ccc(F)cc1	-1.1	27
CCOC(=O)c1nc2ccccc2nc1C	-1.6	5
O=C(c1cncs1)N1CCCC(CNS(=O)(=O)c2cccs2)C1 (stereo not drawn)	-0.4	16
COC(=O)c1c(NC(=O)C2C3C=CC(CC3)C2C(=O)O)sc(C)c1C (stereo not drawn)	-0.7	19
CCCCSc1nc2sc3c(c2c(=O)[nH]1)CC(C)(CC)OC3 (stereo not drawn)	-0.5	-2
CCOC(=O)N1CCN(C(=O)c2oc3ccc(S(=O)(=O)N4CCOCC4)cc3c2C)CC1	-1.7	-2
Cc1nc(Nc2cccc(O)c2)c2c3c(sc2n1)CCC3	0.7	19
CCOc1ccc2c(c1)OC(c1ccc(C)cc1)(C(F)(F)F)NC2=O (stereo not drawn)	-1.1	0

Next entries follow.
SMILES	STK33 inh	OX1R FRET antag
O=C(O)c1cc([N+](=O)[O-])cc2c1nnn2O	2.9	30
Cc1nn(Cc2ccc(C(=O)NN)cc2)c(C)c1Cl	-0.9	5
CCc1ccc(-c2cc(C)no2)cc1S(=O)(=O)NCc1ccco1	1.3	15
CCCCN1CNC(=S)N(CCc2ccccc2)C1	-3.5	13
COc1cc(N2CCOCC2)ncn1	-1.7	4
Cc1oc(-c2ccc3ccccc3c2)nc1CN(C)C(C)c1ccncn1 (stereo not drawn)	0.4	43
C[C@@H]1O[C@@H](OC[C@@H]2O[C@H](Oc3c(-c4ccc(O)cc4)oc4cc(O)cc(O)c4c3=O)[C@@H](O)[C@H](O)[C@H]2O)[C@H](O)[C@H](O)[C@H]1O	2.8	8
CC(C)(C)C(=O)NC1CCN(S(=O)(=O)c2ccccc2F)CC1	-3.2	2
COc1ccc(CC(=O)NNc2ncnc3c2cnn3-c2ccccc2)cc1	0.0	16
Oc1c(Br)cc(Br)cc1C=Nc1ccc2c(c1)OCCO2	-0.1	-17
COc1ccc2ccn(S(=O)(=O)c3ccccc3)c2c1	0.1	14
O=C(Nc1sc2c(c1C(=O)O)CCCC2)c1ccccc1Cl	-0.2	14
COc1ccc(/C=C/C(=O)OCC(=O)NC2CCCCCCC2)cc1	-1.7	-1
O=C(Nc1ccc(Cl)cc1)Nc1ccccc1C(=O)O	0.3	22
COc1ccc(-n2c(=O)c3ccccc3n(CC(=O)NC3CCCCC3)c2=O)c(OC)c1	0.4	7
CCOC(=O)c1sc(NC(=O)CCc2ccc(OC)cc2)nc1C	0.0	-1
CCOc1cc(Br)cc(/C=N/NC(=O)c2cccnc2)c1O	-0.8	13
O=C(O)C1c2ccccc2C(=O)N(Cc2ccc(F)cc2)C1c1ccncc1 (stereo not drawn)	-1.5	2
Cc1ccc(C)c(OCc2nnc(SCC(=O)NCc3ccc4c(c3)OCO4)o2)c1	-1.4	25

From PubChem BioAssay
